Assay outcomes: PubChem, National Center for Advancing Translational Sciences (NCATS)
HP1b chromo inh = HP1-beta chromodomain-methylated histone interaction inhibition; AlphaScreen HP1-beta / biotin-H3K9me3 peptide binding; P83916; 390,000 compounds, 0.56% hits; AID 540317; Potency, µM (top dose mostly 114 µM), inactives show top-dose activity change, negative = inhibition, usual class: inhibitors; note: potency is the fitted concentration of half-maximal effect; nearly all actives have a fitted effect of over 70% in size; inactives centre near 23
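HP1-beta protein (50 nM final) preincubated 30 min at room temperature with biotinylated H3(1-18)K9me3 peptide (50 nM) in PBS pH 7.4, 0.01% Tween-20, then compound added for 30 min. AlphaScreen streptavidin donor/nickel chelate acceptor beads (10 ug/mL final), 30 min dark, luminescence read.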
PI4K2A inh = PI4K2A (human) kinase inhibition | Q9BTU6 | purified PI4K2A, ADP-Glo luminescence, 1 h; stronger effect = lower value | activity change, negative = inhibition, % at 76.9 µM | 420,000 compounds, 0.13% hits | AID 1346378; in the data active = activity change below about -50%; inconclusive = mostly about -30% to -49%;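 note: -100% = wells without enzyme as full effect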
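Compounds are screened against recombinant PI4K2A using PI as substrate and ATP, the latter dispensed at 300 microM. Reactions run one hour at ambient temperature before ADP-Glo detection; full inhibition defined by wells lacking enzyme.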
ERG-DNA inh = inhibitors of human ERG Ets domain-DNA interaction; P11308; fluorescence polarization, His-ERG Ets domain / labelled DNA; Potency, µM (top dose mostly 76.9 µM), for inactives: at the highest dose FP activity, negative = inhibition, usual class: inhibitors; 370,000 compounds, 0.028% hits; active = well fitted inhibition curve with a large enough effect in the polarisation, with a control signal flat; inconclusive = small, poorly fitted or top-dose-only effect, or effect the other way, or a change in a side signal; inactive = no such curve, though single readings can be large or run the other way; the % refers to the polarisation;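 note: polarization taken with two DNA probes labelled with fluorescein and Texas red; potency is the fitted concentration of half-maximal effect; % of control where 0% means no effect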
Target sequence (P11308 whole entry, looked up, the tested form may be a part): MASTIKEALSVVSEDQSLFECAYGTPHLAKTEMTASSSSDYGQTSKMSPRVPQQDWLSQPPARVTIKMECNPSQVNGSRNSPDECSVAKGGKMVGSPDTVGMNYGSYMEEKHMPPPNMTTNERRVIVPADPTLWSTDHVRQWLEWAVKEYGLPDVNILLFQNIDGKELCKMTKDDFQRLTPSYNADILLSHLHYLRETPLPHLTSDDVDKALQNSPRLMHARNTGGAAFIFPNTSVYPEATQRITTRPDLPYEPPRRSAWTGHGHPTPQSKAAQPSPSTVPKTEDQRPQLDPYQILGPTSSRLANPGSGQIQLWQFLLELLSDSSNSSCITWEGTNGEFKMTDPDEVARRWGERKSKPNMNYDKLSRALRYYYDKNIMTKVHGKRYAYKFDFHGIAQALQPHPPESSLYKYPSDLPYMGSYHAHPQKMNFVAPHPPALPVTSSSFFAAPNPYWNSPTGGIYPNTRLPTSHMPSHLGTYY
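His-tagged ERG Ets domain (1 uM in the protein solution; 300mM KCl, 50mM Tris-HCl, 1mM EDTA, 1mM DTT, pH 7.5) received compound, then a probe mix of 5 nM fluorescein-DNA and 100nM Texas-615-DNA. Fluorescence polarization was read for both dyes.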
ALOX12 inh = inhibitors of human 12S-lipoxygenase ALOX12. purified 12hLO, xylenol orange hydroperoxide absorbance. Potency, µM (highest dose often 108 µM), for the others: at the top dose activity change, negative = inhibition, actives largely listed as inhibitors. 580,000 compounds, 1.1% hits. AID 1671190; note: potency is the fitted concentration of half-maximal effect; % is set by controls: 0 for no effect and ±100 for the full control effect
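Purified human 12hLO (150 nM final) in 25 mM Hepes, 0.01% Triton X-100, pH 7.0 was preincubated 15 min at room temperature with compound. Then 40 uM arachidonic acid was added, 30 min. Hydroperoxide was read by Fe-XO absorbance ratio 573/405 nm.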
GLS inh = blocks human kidney-isoform glutaminase activity | GLS enzymatic activity, qHTS titration | Potency, µM (doses to about 45.5 µM), for the others: top-dose activity change, negative = inhibition, usual class: inhibitors | O94925 | 410,000 compounds, 0.21% hits; note: potency is the fitted concentration of half-maximal effect; % is set by controls: 0 for no effect and ±100 for the full control effect
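Compounds were pin-transferred onto hKGA, after which L-glutamine (1 mM solution) and a detection mix of glutamate oxidase, HRP and Amplex Red were added. Initial and 30 min RT fluorescence reads were collected.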
BAZ2B block = inhibitors of human BAZ2B bromodomain. Potency, µM (highest dose often 114 µM), inactives show at the top dose activity change, negative = inhibition, hits mostly inhibitors. 360,000 compounds, 4.4% hits. AlphaScreen BAZ2B-H3K14Ac peptide displacement; note: potency is the fitted concentration of half-maximal effect; % is set by controls: 0 for no effect and ±100 for the full control effect; nearly all actives have a fitted effect of over 60% in size
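Complex of BAZ2B and biotin-H3K14Ac (50 nM apiece) forms over 30 min at RT, then faces library compounds up to 110 uM for another 30 min; AlphaScreen beads added, 20 min dark incubation, luminescence read.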
G9a inh = inhibitors of human histone lysine methyltransferase G9a. Q96KQ7. G9a H3K9 monomethylation, AlphaScreen, 2 h. Potency, µM (doses to about 102 µM), inactives show at the top dose activity, negative = inhibition, actives largely listed as inhibitors. 350,000 compounds, 8.8% hits. AID 504332; note: potency is the fitted concentration of half-maximal effect; % is set by controls: 0 for no effect and ±100 for the full control effect; nearly all actives have a fitted effect of over 75% in size
Target sequence (Q96KQ7 913-1193 limits assumed): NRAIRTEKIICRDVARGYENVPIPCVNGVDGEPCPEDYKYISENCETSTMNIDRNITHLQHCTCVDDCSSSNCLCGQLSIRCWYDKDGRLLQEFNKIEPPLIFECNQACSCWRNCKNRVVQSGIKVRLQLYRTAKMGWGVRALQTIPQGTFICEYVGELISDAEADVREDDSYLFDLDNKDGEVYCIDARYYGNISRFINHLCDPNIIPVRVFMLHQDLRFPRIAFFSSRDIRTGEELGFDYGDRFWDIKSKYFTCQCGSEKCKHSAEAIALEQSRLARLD
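Chemiluminescent proximity detection of H3K9 monomethylation, read after 10 min bead incubation in the dark. Reaction: 20 nM G9a, 500 nM biotin-H3K9 peptide, 20 uM SAM cofactor, 2 h, room temperature, following 15 min enzyme-compound preincubation.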
JMJD2A Tudor inh = inhibitors of human JMJD2A Tudor domain. 390,000 compounds, 4.4% hits. AlphaScreen JMJD2A-Tudor / H3K4me3 peptide binding. Potency, µM (doses to about 114 µM), without a hit: at the top dose activity change, negative = inhibition, most hits filed as inhibitors. O75164. AID 504339; note: potency is the fitted concentration of half-maximal effect; % is set by controls: 0 for no effect and ±100 for the full control effect; nearly all actives have a fitted effect of over 50% in size
RGS4 inh = human RGS4 inhibition | P49798 | Transcreener GDP fluorescence polarization, RGS4-accelerated GTP hydrolysis | Potency, µM (highest dose often 114 µM), for inactives: at the highest dose activity change, negative = inhibition, most hits filed as inhibitors | 390,000 compounds, 0.039% hits | AID 504845; note: potency is the fitted concentration of half-maximal effect; % is set by controls: 0 for no effect and ±100 for the full control effect; nearly all actives have a fitted effect of over 75% in size; some results filed as inactive show a strong effect at the top dose
Target sequence (P49798 whole entry, looked up): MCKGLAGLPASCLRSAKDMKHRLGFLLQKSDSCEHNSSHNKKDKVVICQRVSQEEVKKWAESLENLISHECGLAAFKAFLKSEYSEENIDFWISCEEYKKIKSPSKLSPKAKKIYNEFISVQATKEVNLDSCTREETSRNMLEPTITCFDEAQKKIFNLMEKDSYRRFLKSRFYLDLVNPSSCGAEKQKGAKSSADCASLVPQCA
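MLSMR compounds (23 nl, pin-transferred) preincubated 10 min at room temperature with a 500nM (2x) first reagent, then RGS4 at 900nM (2x) plus Transcreener GDP mix added; fluorescence polarization (620/688 nm) read before and after 90 min at 30 °C.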
The depositor's hits bear a star; [ ] = another dose, or the depositor's remark. Unless noted, calls come from the whole dose curve; as a rule, active = well fitted curve in the direction sought with a large enough effect; inconclusive = small, poorly fitted or top-dose-only effect, or another doubt; inactive = no such curve, though single readings can be large; an effect the other way counts as inactive or inconclusive. These rows are one share of the data; count on the stated rates, not on these rows.

For COc1cc(OC)c(OC)cc1/C=N/NC(=O)c1ccc2nc[nH]c2c1 the results were HP1b chromo inh 1%, PI4K2A inh 5, ERG-DNA inh 0%, ALOX12 inh 151%[activator], GLS inh 7%, BAZ2B block -15%, JMJD2A Tudor inh -11% and RGS4 inh 51%.
CCN1CCSc2ccc(C(=O)NC(C)c3ccccc3)cc21 (configuration not stated) was read as HP1b chromo inh 27%, PI4K2A inh 1, ERG-DNA inh 1%, ALOX12 inh -9%, GLS inh 2%, BAZ2B block -39%, G9a inh -32%[59 µM], JMJD2A Tudor inh inconclusive and RGS4 inh -36%.
For Cc1ccccc1OCC(=O)NCCNC(=O)c1ccncc1 the results were HP1b chromo inh -3%, PI4K2A inh -9, ERG-DNA inh -1%, ALOX12 inh -6%, GLS inh inconclusive, BAZ2B block 3%, G9a inh 24%, JMJD2A Tudor inh -4% and RGS4 inh 11%.
`Cn1c(CO)cnc1SCC(=O)c1ccc(F)cc1` gave HP1b chromo inh 26%, PI4K2A inh 2, ERG-DNA inh 0%, ALOX12 inh -18%, GLS inh 2%, BAZ2B block -2%, G9a inh 22%[2.33 µM], JMJD2A Tudor inh -17% and RGS4 inh -14%.
Screening CN(CC(=O)Nc1ccccc1F)CC(=O)Nc1ccccc1Br returned HP1b chromo inh 31%, PI4K2A inh -1, ERG-DNA inh -3%, ALOX12 inh 9%, GLS inh -4%, BAZ2B block -19%, G9a inh inconclusive, JMJD2A Tudor inh 5% and RGS4 inh -14%.
For CCOc1ccc(NC(=S)NC(=O)/C=C/c2ccc(Br)cc2)c([N+](=O)[O-])c1 the results were HP1b chromo inh -5%, PI4K2A inh 0, ERG-DNA inh 0%, ALOX12 inh -9%, GLS inh -1%, BAZ2B block -17%, G9a inh inconclusive, JMJD2A Tudor inh -36% and RGS4 inh -17%.
`O=C(Nc1ccccc1F)c1ccc(Br)o1` gave HP1b chromo inh 26%, PI4K2A inh -5, ERG-DNA inh -2%, ALOX12 inh -10%, GLS inh 0%, BAZ2B block -2%, G9a inh -9%, JMJD2A Tudor inh -4% and RGS4 inh 28%.
`CC(=O)NC1C(=O)N=C(SCc2ccccc2)NC1=O` (configuration not stated) gave HP1b chromo inh 84%[activator], PI4K2A inh 0, ERG-DNA inh 4%, ALOX12 inh 8%, GLS inh 57%[activator], BAZ2B block -6%, G9a inh -2%[12.7 µM], JMJD2A Tudor inh 0% and RGS4 inh -20%.
CCCOCCOC(=O)C1=C(C)NC(=O)NC1c1cc(Cl)c(O)c(OC)c1 (configuration not stated) was read as HP1b chromo inh 10%, PI4K2A inh 2, ALOX12 inh 5%, GLS inh 42%[activator], BAZ2B block 5%, G9a inh -48%, JMJD2A Tudor inh -11% and RGS4 inh 11%.
For CC(C)Nc1nc2cccnc2s1 the results were HP1b chromo inh 30%, PI4K2A inh 6, ERG-DNA inh 1%, ALOX12 inh -28%, GLS inh -1%, BAZ2B block -4%, G9a inh 7%, JMJD2A Tudor inh 3% and RGS4 inh inconclusive.
Screening COc1ccc(-c2nc(CS(=O)(=O)CC(=O)NCc3ccc4c(c3)OCO4)c(C)o2)cc1 returned HP1b chromo inh 38%, PI4K2A inh -2, ERG-DNA inh 10%, ALOX12 inh 29%, GLS inh -1%, BAZ2B block -5%, JMJD2A Tudor inh -14% and RGS4 inh 26%.
Cc1cc(C)n(CC(C)NCc2cn[nH]c2-c2cccc3ccccc23)n1 (configuration not stated) was read as HP1b chromo inh 23%, PI4K2A inh 8, ERG-DNA inh -2%, ALOX12 inh 8%, GLS inh -5%, BAZ2B block 4%, G9a inh inconclusive, JMJD2A Tudor inh -21% and RGS4 inh 6%.
For Cc1ccc(S(=O)(=O)N2[C@@H](c3cccc(C)c3)C(C(=O)O)=C[C@H]2C(C)(C)C)cc1 the results were HP1b chromo inh 24%, PI4K2A inh -1, ERG-DNA inh 10%, ALOX12 inh -3%, GLS inh 6%, JMJD2A Tudor inh -16% and RGS4 inh 36%.
CCOC(=O)C1(CCCc2ccccc2)CCN(Cc2cnc(C)s2)CC1 was read as HP1b chromo inh -2%, PI4K2A inh -4, ERG-DNA inh -2%, ALOX12 inh 2%, GLS inh 6%, BAZ2B block -12%, G9a inh -15%, JMJD2A Tudor inh -25% and RGS4 inh 18%.
For COCCn1c(SC(C)C(=O)Nc2ccc(Cl)cn2)nnc1-c1ccncc1 (configuration not stated) the results were HP1b chromo inh 28%, PI4K2A inh 0, ERG-DNA inh -12%, ALOX12 inh 36%[activator], GLS inh -11%, BAZ2B block -18%, G9a inh -5%, JMJD2A Tudor inh -10% and RGS4 inh 1%.
Screening O=C(Nc1ccc(Cl)c(C(F)(F)F)c1)c1ccco1 returned HP1b chromo inh 43%[activator], PI4K2A inh 3, ERG-DNA inh 4%, ALOX12 inh -21%, GLS inh 6%, BAZ2B block 11%, G9a inh -26%[59 µM], JMJD2A Tudor inh 4% and RGS4 inh -1%.
`Cc1c(Cl)cccc1NC(=S)N1CCc2ccccc2C1` gave HP1b chromo inh 36%, PI4K2A inh 3, ERG-DNA inh -1%, ALOX12 inh -11%, GLS inh 7%, BAZ2B block 1%, JMJD2A Tudor inh 0% and RGS4 inh 13%.
`Cc1ccc(N2CCN(C(=O)c3cn(C)c4ccc(S(=O)(=O)N(C)C5CCCCC5)cc4c3=O)CC2C)cc1` (configuration not stated) gave HP1b chromo inh 10%, PI4K2A inh -3, ERG-DNA inh 0%, ALOX12 inh -2%, GLS inh 6%, G9a inh 8%[59 µM], JMJD2A Tudor inh -7% and RGS4 inh -3%.
`CCOC(=O)CCCCC1C(CCCC(=O)OCC)C=NN1C` (configuration not stated) gave HP1b chromo inh 24%, PI4K2A inh 4, ERG-DNA inh -14%, ALOX12 inh -7%, GLS inh 29%, JMJD2A Tudor inh -10% and RGS4 inh 2%.
Screening C#CC(C)(C)NC(=O)c1sccc1Oc1ccc(F)cc1[N+](=O)[O-] returned HP1b chromo inh 8%, PI4K2A inh 1, ERG-DNA inh -2%, ALOX12 inh -2%, GLS inh 14%, BAZ2B block inconclusive, G9a inh inconclusive, JMJD2A Tudor inh -11% and RGS4 inh -8%.
Screening O=C(NCCN1CCCCC1)c1cc(OCC(F)(F)F)ccc1OCC(F)(F)F returned HP1b chromo inh 28%, PI4K2A inh 0, ERG-DNA inh 8%, ALOX12 inh -24%, GLS inh -5%, BAZ2B block 1%, G9a inh 29%[59 µM], JMJD2A Tudor inh 10% and RGS4 inh -22%.
For Cc1ccccc1CNC(=O)CN1C(=O)C2CCCCN2c2ccc(C(=O)N3CCCC3)cc21 (configuration not stated) the results were HP1b chromo inh 13%[57 µM], PI4K2A inh -1, ERG-DNA inh 0%, ALOX12 inh 0%, GLS inh 3%, BAZ2B block -6%, G9a inh -1%[59 µM], JMJD2A Tudor inh -23% and RGS4 inh -5%.
`COc1ccc(NC(=O)c2sc3nc4n(c(=O)c3c2C)CCC4)c(OC)c1` gave HP1b chromo inh 14%, PI4K2A inh -1, ERG-DNA inh -2%, ALOX12 inh -14%, GLS inh 4%, BAZ2B block -11%, G9a inh -34%[59 µM], JMJD2A Tudor inh -12% and RGS4 inh 10%.
For CC(C)(C)CC(=O)Nc1nnc(C(F)(F)F)s1 the results were HP1b chromo inh 23%, PI4K2A inh 6, ERG-DNA inh 5%, ALOX12 inh -21%, GLS inh 3%, BAZ2B block -3%, G9a inh -2%[59 µM], JMJD2A Tudor inh -7% and RGS4 inh 6%.
For C[C@H](NC(=O)[C@H]1N2C(=O)c3ccccc3C2SC1(C)C)C(=O)N1CCC[C@H]1CO (some centres not stated) the results were HP1b chromo inh 23%, PI4K2A inh 3, ERG-DNA inh 8%, ALOX12 inh 12%, GLS inh 5%, BAZ2B block -1%, JMJD2A Tudor inh -22% and RGS4 inh 2%.
Cc1c(NC(=O)CSc2nnc(C(C)N(C)C)n2-c2ccccc2)c(=O)n(-c2ccccc2)n1C (configuration not stated) was read as HP1b chromo inh 11%, PI4K2A inh 5, ALOX12 inh 0%, GLS inh 2%, JMJD2A Tudor inh -11% and RGS4 inh 16%.
N#C/C(=C\c1cn(CCOc2ccccc2F)c2ccccc12)C(=O)NCc1cccs1 was read as HP1b chromo inh 35%, PI4K2A inh -2, ERG-DNA inh 2%, ALOX12 inh -13%, GLS inh 1%, BAZ2B block 6%, G9a inh 21%[59 µM], JMJD2A Tudor inh 5% and RGS4 inh 14%.
`Cc1ccc(Cc2cn3cc(-c4ccccc4)nc3s2)cc1` gave HP1b chromo inh 41%[activator], PI4K2A inh -7, ERG-DNA inh -5%, ALOX12 inh -21%, GLS inh 8%, BAZ2B block -8%, G9a inh -1%[59 µM], JMJD2A Tudor inh -9% and RGS4 inh 12%.
CC(NC(=O)Cc1ccccc1)C(c1ccccc1)N1CCOCC1 (configuration not stated) was read as HP1b chromo inh 10%, PI4K2A inh -4, ERG-DNA inh 6%, ALOX12 inh -34%, GLS inh 0%, BAZ2B block -13%, G9a inh -16%, JMJD2A Tudor inh -14% and RGS4 inh 9%.
